Source: PubChem BioAssay
CFTR F508del cor = correctors of CFTR F508del function in bronchial epithelial cells | CFBE cells, YFP halide quenching; stimulated with forskolin plus potentiator P3; % fluorescence drop versus neutral controls | activity (quench increase), % at 7.58 µM | hit rate 0.36% among 350,000;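 active means mean added fluorescence quench of at least 8% versus neutral control, with both replicates also reaching 8%; inconclusive means only one of the mean or replicate conditions met; inactive means mean below 8% and not both replicates reaching 8%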;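 further: cells transiently co-express mutant CFTR-F508del with the halide-sensitive YFP; corrector assay measuring rescue of mutant channel to the surface after 24 h compound exposure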
ERp5 block = ERp5 (human) disulfide isomerase inhibition | Q15084 | ERp5 insulin aggregation, absorbance 650 nm, 90 min | inhibition, % at 9.99 µM | hit rate 0.05% among 350,000 | AID 651711;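 active means mean replicate inhibition above about 25%, with every replicate also reaching it, limit read from the data, passing the limit was not always enough; inconclusive means only one of those two criteria met; inactive means neither criterion met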
Target sequence (Q15084 whole entry, looked up): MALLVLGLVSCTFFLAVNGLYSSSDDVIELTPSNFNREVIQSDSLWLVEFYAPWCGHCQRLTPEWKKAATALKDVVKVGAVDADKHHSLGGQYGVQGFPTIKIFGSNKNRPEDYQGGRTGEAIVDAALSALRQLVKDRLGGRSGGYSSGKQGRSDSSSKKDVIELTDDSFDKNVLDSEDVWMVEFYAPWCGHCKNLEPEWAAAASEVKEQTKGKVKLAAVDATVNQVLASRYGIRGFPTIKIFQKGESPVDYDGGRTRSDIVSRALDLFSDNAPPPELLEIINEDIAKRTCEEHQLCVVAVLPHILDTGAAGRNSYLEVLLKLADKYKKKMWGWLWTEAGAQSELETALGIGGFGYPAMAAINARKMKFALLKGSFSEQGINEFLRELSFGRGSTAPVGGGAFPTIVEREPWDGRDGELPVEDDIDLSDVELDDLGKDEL
miR-122 sensor = blocks miR-122 activity in Huh7 sensor cells. Huh7 miR-122 Renilla luciferase sensor, 48 h; neutral wells = 0, positive control = 100. AID 602342. activation (reporter increase), % at 12.5 µM. hit rate 0.3% among 340,000;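 active means mean replicate activation score at least 90 and every replicate individually at or above 90; inconclusive means only one of the two criteria met; inactive means neither criterion met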;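 further: higher luciferase means less miR-122 activity so hits act as miR-122 inhibitors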
DENV2 CPE = inhibitors of DENV2 cytopathic effect; DENV2-infected cells, cytopathic effect rescue, plate reader; CPE inhibition, % at 9.99 µM; hit rate 1.7% among 350,000; AID 651640; in the data active means CPE inhibition above about 20%, passing the limit was not always enough; inconclusive means no clear call, values can overlap the other calls; tested in BHK-21 cells;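 further: 0% = median of neutral control wells and 100% = median of positive control wells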
SIRT5 block = inhibitors of human sirtuin-5 desuccinylase; Purified SirT5, succinyl-peptide AMC, trypsin-coupled fluorescence; inhibition, % at 15 µM; hit rate 1.1% among 330,000; in the data active means inhibition above about 15%; inconclusive means no clear call, values can overlap the other calls
Target sequence (Q9NXA8 whole entry, looked up): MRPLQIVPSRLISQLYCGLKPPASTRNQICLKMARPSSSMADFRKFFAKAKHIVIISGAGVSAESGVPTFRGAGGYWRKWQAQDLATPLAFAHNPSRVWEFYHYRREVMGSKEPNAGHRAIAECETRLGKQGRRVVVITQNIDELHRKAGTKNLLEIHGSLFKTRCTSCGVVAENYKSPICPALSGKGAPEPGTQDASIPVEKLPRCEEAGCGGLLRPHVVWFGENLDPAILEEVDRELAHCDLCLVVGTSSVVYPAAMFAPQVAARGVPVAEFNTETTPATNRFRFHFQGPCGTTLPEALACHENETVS
CASP6 VEID inh = blocks human caspase-6 cleavage activity | inhibition, % at 12.5 µM | P55212 | purified caspase-6, Z-VEID-R110 cleavage fluorescence | hit rate 0.53% among 350,000 | AID 686996;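 active means mean inhibition across replicates at least about 35%, with every replicate also reaching that limit, limit read from the data; inconclusive means only one of the two criteria met; inactive means neither criterion met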;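 further: 0% = median of neutral control wells and 100% = no fluorescence left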
Target sequence (P55212 24-179 limits assumed): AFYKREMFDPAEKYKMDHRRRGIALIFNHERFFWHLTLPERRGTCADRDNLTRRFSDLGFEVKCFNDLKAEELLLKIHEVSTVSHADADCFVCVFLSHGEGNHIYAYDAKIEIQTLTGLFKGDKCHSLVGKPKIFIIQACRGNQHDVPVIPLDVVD
Target sequence (P55212 194-293 limits assumed): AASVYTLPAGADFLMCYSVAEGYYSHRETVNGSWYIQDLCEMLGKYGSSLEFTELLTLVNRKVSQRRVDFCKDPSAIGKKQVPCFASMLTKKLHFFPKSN
ERAP1 HTS inh = ERAP1 (human) enzyme inhibition. inhibition, % at 10.7 µM. recombinant ERAP1, Leu-AMC fluorescence, 60 min. Q9NZ08. hit rate 0.15% among 340,000;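 active means mean replicate inhibition of at least 30%, or all replicates individually reaching that 30% level; inactive means mean below 30% and not every replicate reaching it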;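 further: 0% = neutral control wells and 100% = L-leucinethiol positive control wells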
Active calls of the source: *; u = inconclusive; x = not tested or not shown; [ ] = remark or other dose.

SMILES	CFTR F508del cor	ERp5 block	miR-122 sensor	DENV2 CPE	SIRT5 block	CASP6 VEID inh	ERAP1 HTS inh
O=C(NCC(c1ccco1)N1CCc2ccccc2C1)c1c(F)cccc1F (stereo not drawn)	-3.6	1	x	-1	2	1	1
O=[N+]([O-])c1cc([N+](=O)[O-])c(Oc2cc(Cl)cc(Cl)c2)cc1NN1CCCCC1	4.8	3	-4	u	1	6	-1
CCCNC(=O)C1CCN(S(=O)(=O)c2cccs2)CC1	-0.8	1	x	1	0	x	-4
CCN(C[C@H]1[C@H](c2ccccc2)[C@@H](CO)N1S(C)(=O)=O)C(=O)C1CCCC1	-2.8	2	12[16.7 µM]	18	x	2	5
O=C(Cc1ccccc1)N1CCNCC1	0.6	-3	x	6	-2	3	1
C=CCN(CC=C)CCOc1ccccc1[N+](=O)[O-]	-3.6	8	x	13	-1	-20	11
Cc1cc(=O)oc2cc(O)cc(OCc3ccccc3)c12	-1.8	1	x	-5	-2	1	-6
C[C@@H]1CN([C@@H](C)CO)C(=O)Cc2cc(NC(=O)CCCN(C)C)ccc2O[C@H]1CN(C)Cc1ccc(C(F)(F)F)cc1	-0.5	10	-9[16.7 µM]	-1	-6	1	1
COc1cc(OC)cc(C2=Cc3ccccc3C(CC(=O)c3ccco3)N2c2ccc(-c3cccnc3)cc2)c1 (stereo not drawn)	1.5	9	x	1	4	0	2
O=C(C1CCC1)N1C[C@@H]2[C@H](c3ccccc31)[C@@H](CO)N2S(=O)(=O)c1ccccc1	2.9	-2	12[16.7 µM]	-6	-1	1	0
CCO[C@@H]1OC(C(=O)N2CCN(C)CC2)=C[C@H](c2ccccc2)[C@H]1CCCO	-1.9	0	x	-3	-1	-2	1
CC(Oc1ccc(S(=O)(=O)N2CCCC2)cc1[N+](=O)[O-])C(=O)NC(C)c1ccccc1 (stereo not drawn)	0.2	0	x	-4	-1	4	2
Cc1ccc(S(=O)(=O)N(C)C[C@H]2OCCCC[C@H](C)Oc3ccc(NC(=O)Nc4ccc(F)cc4)cc3C(=O)N([C@@H](C)CO)C[C@@H]2C)cc1	-5.3	12	-7[16.7 µM]	u	3	1	1
c1ccc(CCCN2CCN(c3ccccc3)CC2)cc1	-1.8	3	4	-5	-3	0	-2
COc1ccc(OCc2nnc(NC(=O)Nc3ccccc3F)s2)cc1	0.9	-1	1	-4	5	2	-4
OC(c1ccc(Cl)cc1)c1ncc(-c2cccc(C(F)(F)F)c2)[nH]1 (stereo not drawn)	-4.0	-4	31	7	-3	9	0
Cc1ccc(S(=O)(=O)Nc2ccc3c(c2)CC(=O)N([C@@H](C)CO)C[C@@H](C)[C@@H](CN(C)S(=O)(=O)c2ccc(Cl)cc2)O3)cc1	1.1	x	-3[16.7 µM]	-7	x	x	x
Cc1ccc(Cl)cc1NS(=O)(=O)c1cc2[nH]c(=O)c(=O)[nH]c2cc1C	-2.1	-4	5	-6	-2	7	1
O=C(CS(=O)(=O)c1ccccc1)Nc1ccc(S(=O)(=O)Nc2ncccn2)cc1	1.3	4	x	2	-2	0	0
CN1C(=O)c2cc(NC(=O)C3CCOCC3)ccc2OC[C@H]2O[C@H](CC(=O)NCc3ccc4c(c3)OCO4)CC[C@H]21	x	3	x	-1	-1	-1	0
CC(C)Oc1ccc(S(=O)(=O)N2CCOCC2)cc1NC(=O)C1CCCCC1	-0.2	-1	-9	1	-2	2	-2
Cc1ccc(S(=O)(=O)N2[C@@H](c3ccc(F)cc3)C(C(=O)O)=CC[C@H]2c2ccc3c(c2)OCO3)cc1	3.5	4	x	-6	x	3	0
C[C@H](CO)N1C[C@H](C)[C@@H](CN(C)S(C)(=O)=O)OCCCC[C@H](C)Oc2ccc(NS(=O)(=O)c3ccc(Cl)cc3)cc2C1=O	0.1	7	11[16.7 µM]	-6	0	1	0
COc1ccccc1-c1cnc2c(c1)C(=O)N([C@H](C)CO)C[C@H](C)[C@@H](CN(C)Cc1cncnc1)O2	-2.6	0	5[16.7 µM]	-1	-7	-1	1
C[C@H]1CN([C@@H](C)CO)S(=O)(=O)c2ccc(C#CC3CC3)cc2O[C@H]1CN(C)CC1CCOCC1	1.9	-4	7[16.7 µM]	-1	-1	1	2
CN[C@H]1C[C@H]2c3[nH]c4ccccc4c3CCN2C(=O)[C@H]1[C@H](C)O	1.3	6	9	24*	-11	2	-61
COc1ccccc1OCCNC(=O)CN1C(=O)NC2(CCCC2)C1=O	2.5	16	-7	u	-5	-1	-2
CN(CCNC(=O)C1CC(=O)N(c2ccc(F)c(Cl)c2)C1)Cc1ccccc1 (stereo not drawn)	4.4	1	-14	7	-11	-6	10
O=C1CN(Cc2ccc(F)cc2)C[C@@H]2[C@H](c3ccc(-c4ccccc4F)cc3)[C@H](CO)N12	0.1	0	x	u	2	-3	-2
Cc1cc(C)n2nc(C(=O)OCC(=O)N3CCC3)nc2n1	-3.5	7	x	3	-4	-5	x

Filtered by structure: the compounds so far containing two or more sulfur atoms (4)
SMILES	CFTR F508del cor	ERp5 block	miR-122 sensor	DENV2 CPE	SIRT5 block	CASP6 VEID inh	ERAP1 HTS inh
CCCNC(=O)C1CCN(S(=O)(=O)c2cccs2)CC1	-0.8	1	x	1	0	x	-4
Cc1ccc(S(=O)(=O)Nc2ccc3c(c2)CC(=O)N([C@@H](C)CO)C[C@@H](C)[C@@H](CN(C)S(=O)(=O)c2ccc(Cl)cc2)O3)cc1	1.1	x	-3[16.7 µM]	-7	x	x	x
O=C(CS(=O)(=O)c1ccccc1)Nc1ccc(S(=O)(=O)Nc2ncccn2)cc1	1.3	4	x	2	-2	0	0
C[C@H](CO)N1C[C@H](C)[C@@H](CN(C)S(C)(=O)=O)OCCCC[C@H](C)Oc2ccc(NS(=O)(=O)c3ccc(Cl)cc3)cc2C1=O	0.1	7	11[16.7 µM]	-6	0	1	0

(listing goes on)
SMILES	CFTR F508del cor	ERp5 block	miR-122 sensor	DENV2 CPE	SIRT5 block	CASP6 VEID inh	ERAP1 HTS inh
Cc1ccc(S(=O)(=O)Nc2ccc3c(c2)C(=O)N([C@@H](C)CO)C[C@@H](C)[C@@H](CN(C)CC2CCCCC2)O3)cc1	1.7	-4	3[16.7 µM]	-4	1	0	1
O=C(C[C@@H]1CC[C@@H](NC(=O)Nc2cc(F)ccc2F)[C@H](CO)O1)Nc1ccc(-c2ccccc2)cc1	-0.8	-1	x	4	3	3	2
COc1ccc(C(OCC(O)CNCCc2ccc(S(N)(=O)=O)cc2)c2ccc(OC)cc2)cc1 (stereo not drawn)	4.7	3	-10	-2	-7	-5	0
COc1ccc(-c2ccc3c(c2)S(=O)(=O)c2cccc(C(=O)NC[C@@H]4CCCO4)c2C3=O)cc1OC	0.1	3	-5	-7	x	-2	2
O=C1CCC[C@@H]2Cc3[nH]c4c(Cl)ccc(Cl)c4c3[C@@H]3CCN1[C@H]23	-1.0	1	x	10	-24	2	5
O=C(Nc1ccc(N2CCOCC2)cc1)C1CCN(S(=O)(=O)c2ccccc2F)CC1	-0.6	-2	x	-1	-5	-5	x
CC(C)NC(=O)Nc1ccc2c(c1)C(=O)N([C@H](C)CO)C[C@H](C)[C@@H](CN(C)C)OCCCC[C@@H](C)O2	0.1	5	-1[16.7 µM]	19	1	-3	1
COc1ccc(-c2ccc(SCC(=O)Nc3nccs3)nn2)cc1OC	6.4	2	x	-2	-4	0	6
CN(C)c1cccc(Nc2ccc(-c3ccc(OC(F)(F)F)cc3)cn2)c1	1.3	0	-2	x	x	-4	-1
COc1ccc(S(=O)(=O)N[C@@H]2CC[C@H](CCNC(=O)Cc3ccccn3)O[C@H]2CO)cc1	-3.5	-3	1[16.7 µM]	13	-2	-1	-1
O=C(NCC1CCCO1)c1cc2c(=O)[nH]c3ccccc3c2s1 (stereo not drawn)	-1.5	3	x	-1	-4	0	3
CCCCN(C)S(=O)(=O)c1c(C)[nH]c(=O)[nH]c1=O	-0.3	-10	11	-7	-4	-1	-1
Oc1ccc(/C=N/Nc2ncnc3nc[nH]c23)cc1	-2.8	1	8	12	-1	0	1
C[C@@H]1CN([C@@H](C)CO)C(=O)c2cc(NC(=O)c3ccncc3)ccc2O[C@@H](C)CCCCO[C@H]1CN(C)C(=O)Nc1cccc2ccccc12	-1.6	-3	17[16.7 µM]	10	7	0	-5
COc1cc(C2/C(=C(\O)c3ccc4c(c3)OCCO4)C(=O)C(=O)N2Cc2ccco2)ccc1O (stereo not drawn)	-1.1	4	-3	1	0	4	2
COc1ccc(OC)c(Cc2nnc(CCC(=O)N3CCCCCC3)o2)c1	2.8	4	4	-1	0	-4	3
CC(=O)Nc1ccc(SCCN2CC[C@@H](C)CCC2=O)cc1	2.6	-1	1	4	x	0	x
COCOc1cccc(CN2CCC2(C)C(=O)Nc2ccc3c(c2)OCO3)c1 (stereo not drawn)	0.3	-3	x	-2	-1	1	7
Cc1ccc(-c2ccccc2[C@@H]2[C@@H](CO)N(C(=O)NC3CCCC3)[C@H]2C#N)cc1	-0.3	-2	x	2	1	0	-5
COc1ccc(OC)c(S(=O)(=O)NCCC2=CCCCC2)c1	x	-2	x	x	-4	-1	-2
COc1ccc(CNC(=O)Nc2cc(C)cc(C)c2)cc1	-2.9	-7	-1	-2	-7	-2	-3
COCCN(Cc1cc2ccc(C)cc2[nH]c1=O)S(=O)(=O)c1ccccc1	-1.5	3	5	9	10	0	-2
Cc1noc(C)c1-c1ccc(C(=O)NCc2ccncc2)c2occc12	-1.7	-4	-5	5	-3	2	-1
COc1ccc(CNC(C)(C)C)cc1Cl	-2.0	1	-5	-6	-2	1	-1
C[C@H](CO)N1C[C@H](C)[C@@H](CN(C)S(=O)(=O)c2ccc(F)cc2)Oc2ccc(NS(C)(=O)=O)cc2CC1=O	-2.4	-5	11[16.7 µM]	10	-3	44*	3
CC(O)[C@H]1CN=C(N)N1CCc1cc(C(F)(F)F)cc(C(F)(F)F)c1 (stereo partly drawn)	0.3	6	-6	-5	0	-13	2
Cc1noc(C)c1COC(=O)CNC(=O)c1cccc(F)c1	-0.5	1	x	3	-3	0	4
Cc1ccccc1NC(=O)c1cccc(C(F)(F)F)c1	1.4	0	-7	u	-7	1	5
C[C@H](CO)N1C[C@H](C)[C@@H](CN(C)S(=O)(=O)c2ccc(F)cc2)Oc2cc(-c3cccc(F)c3)ccc2S1(=O)=O	0.8	10	-4[16.7 µM]	-5	17*	0	3
Cc1ccc2cc(C3CC(c4cccs4)=NN3S(C)(=O)=O)c(Cl)nc2c1 (stereo not drawn)	0.5	-6	x	-5	0	5	-7
OCC[C@@H]1C[C@H](O)[C@@H](O)[C@@]2(OCc3ccc(CO)cc32)O1	1.4	4	-1	1	1	2	-1
O=C(O)c1cn2c3c(ccc(Cl)c3c1=O)OCC2	4.4	3	-6	-3	-5	-1	-2
O=C(COc1ccc(Cl)cc1)NCCCNC(=O)c1ccccn1	-3.9	-1	4	-3	1	0	3
COc1ccc(N(S(=O)(=O)c2ccccc2)S(=O)(=O)c2ccccc2)c(N)c1	3.1	2	x	5	0	-6	-2
CC(C)NC(=O)Nc1ccc2c(c1)C(=O)N([C@H](C)CO)C[C@@H](C)[C@@H](CN(C)Cc1ccc(C(F)(F)F)cc1)OCCCC[C@@H](C)O2	2.1	-4	-2[16.7 µM]	42*	4	-1	2
C[C@@H]1CN([C@H](C)CO)C(=O)Cc2cc(NC(=O)Nc3ccc(C(F)(F)F)cc3)ccc2O[C@@H]1CN(C)C(=O)Nc1ccc(F)cc1	5.5	-11	9[16.7 µM]	4	-2	1	3
COc1ccccc1C(=O)N1CCC(N2CCN(c3ccccc3OC)CC2)CC1	1.0	6	x	0	-7	-4	-1
C(=C\c1ccccc1)/CN1CCN(C(c2cccc3ccccc23)c2nnnn2-c2ccc3c(c2)OCCO3)CC1 (stereo not drawn)	4.7	8	-8	7	2	0	x
COc1cccc(NC(=O)N2C[C@H](O)COC[C@@H]3O[C@@H](CC(=O)NCc4ccccc4F)CC[C@H]32)c1	1.1	x	0[16.7 µM]	-3	x	x	x
NS(=O)(=O)c1ccc(NC(=O)CSc2ncnc3ccccc23)cc1	1.4	3	x	0	0	-1	-6
CN(CC(=O)Nc1ccccc1C(F)(F)F)C(=O)c1ccc2c(=O)n3c(nc2c1)CCC3	-1.7	-5	x	-7	-3	2	0
